Assay outcomes from PubChem.
KB-3-1 tox = kills parental KB-3-1 adenocarcinoma cells. AID 1347075. Potency, µM (doses to about 46.1 µM), for inactives: at the top dose activity change, negative = cytotoxic, most hits filed as cytotoxic. KB-3-1 viability, CellTiter-Glo ATP luminescence, 72 h. 1.4% of 400,000 active; further: potency means the concentration at half of the fitted maximal effect; on the % scale 0 is the no-effect control and ±100 the full control effect; nearly all actives have a fitted effect of over 60% in size
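KB-3-1 cells, DMEM (no phenol red) + 10% FBS; compound by pin transfer, 72 h, 37 °C. Readout: CellTiter-Glo luminescence after 10 min. Data normalized, curve-fitted.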
HT1080 IDH1KD tx = HT-1080 IDH1 knockdown cell toxicity (counter line); HT-1080 IDH1 knockdown viability, ATP luminescence, 48 h; Potency, µM (doses to about 46.1 µM), inactives show top-dose activity, negative = toxicity, actives largely listed as cytotoxic; 2% of 360,000 active;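 further: potency means the concentration at half of the fitted maximal effect; 0% = DMSO wells and -100% = cell-free medium wells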
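% activity derives from luminescence (CellTiter-Glo), normalised to DMSO and no-cell wells. HT-1080-IDH1KD cells, 750/well, had 48 h compound exposure at 37 °C.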
IL1B secr inh = blocks inflammasome-driven IL-1 beta release. THP-1 LPS/ATP IL-1B secretion, AlphaLISA, 16 h; hits give low values. activity change, % at 57.5 µM. 4.7% of 360,000 active. AID 743279; in the data active means activity change below about -50%; inconclusive means mostly about -30% to -49%; further: on the % scale 0 is the no-effect control and ±100 the full control effect
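THP-1 cells pretreated 1 hr with compounds (up to 57.5 uM final), then stimulated with LPS (250 ng/mL final) plus ATP (1.25 mM final); secreted IL-1B measured by AlphaLISA after 16 hr, decreased signal indicating inhibition.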
HT1080-NT tox = kills 2HG-producing HT-1080-NT fibrosarcoma cells; HT-1080-NT fibrosarcoma viability, CellTiter-Glo ATP luminescence, 48 h; Potency, µM (titrated, usually from 46.1 µM), for the others: at the highest dose activity, negative = less viability, most hits filed as cytotoxic; 1.6% of 360,000 active;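 further: NT is the 2HG producing partner of a matched IDH1 knockdown line; potency means the concentration at half of the fitted maximal effect; 0% = DMSO-treated cells and -100% = media-only wells without cells; nearly all actives have a fitted effect of over 55% in size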
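Luminescent CellTiter-Glo readout after 48 hours of compound exposure at 37 degrees C defined viability of HT-1080-NT cells. Activity was normalized to DMSO wells and cell-free media wells; concentration-response curves were fitted and assigned curve classes.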
MCF10A rerep = induces DNA re-replication in MCF 10a normal breast cells; Potency, µM (highest dose often 46.1 µM), for inactives: top-dose activity, positive = re-replication, hits mostly activators; 2.9% of 350,000 active; MCF 10A DNA re-replication, Hoechst nuclear intensity, 48 h; further: potency means the concentration at half of the fitted maximal effect; % of control where 0% means no effect; nearly all actives have a fitted effect of over 50% in size
ATXN2 expr inh = ATXN2 expression inhibition; Potency, µM (doses to about 57 µM), for the others: at the highest dose activity change, negative = inhibition, actives largely listed as inhibitors; 0.72% of 360,000 active; AID 1745845; HEK-293 ATXN2-luciferase reporter, luminescence, 24 h; further: potency means the concentration at half of the fitted maximal effect; on the % scale 0 is the no-effect control and ±100 the full control effect; nearly all actives have a fitted effect of over 55% in size
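ATXN2-luciferase reporter cells (luciferase flanked by upstream and downstream ATXN2 gene portions) were treated 24 h at 37 °C with compounds at up to 57 uM. SteadyGlo luminescence gave expression; GF-AFC fluorescence gave viability.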
KB-V1 MDR tox = KB-V1 MDR subline cytotoxicity; KB-V1 MDR cells viability, CellTiter-Glo, 72 h; 3.4% of 400,000 active; Potency, µM (doses to about 46.1 µM), without a hit: at the highest dose activity change, negative = cytotoxicity, usual class: cytotoxic; further: potency means the concentration at half of the fitted maximal effect; on the % scale 0 is the no-effect control and ±100 the full control effect; nearly all actives have a fitted effect of over 60% in size
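Cells of the MDR subline KB-V1 are plated, dosed with compound at multiple concentrations, and incubated 72 h at 37 degrees C; CellTiter-Glo is then added and luminescence read after 10 min.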
SW480 rereplic = inducers of DNA re-replication in SW480 colon cancer cells. SW480 DNA re-replication, Hoechst DNA content imaging, 48 h. Potency, µM (titrated, usually from 46.1 µM), inactives show at the highest dose re-replication activation, usual class: activators. 1.8% of 340,000 active. AID 624297; further: potency means the concentration at half of the fitted maximal effect; % of control where 0% means no effect; nearly all actives have a fitted effect of over 55% in size
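Image-based read-out: total Hoechst fluorescence of nuclei (405 nm excitation, 500-530 nm emission), with hits raising the fraction of high-intensity nuclei. SW480 colon cells incubated 48 hr with compounds at 37 C.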
ATXN viability = reduces viability in counter-screen for ATXN expression inhibitors; 0.49% of 400,000 active; Potency, µM (series often up to 56.7 µM), usual class: cytotoxic; S2 cells (HEK-293 line with an ATXN2-luciferase reporter) viability, CellTiter-Fluor protease fluorescence, 24 h; further: potency means the concentration at half of the fitted maximal effect; nearly all actives have a fitted effect of over 40% in size
* hit, by the source's call; i = inactive; ? = inconclusive; / = no result given; [ ] = another dose, or the depositor's remark. Unless noted, the call rests on the fitted dose curve; in most records, active means well fitted curve in the direction sought with a large enough effect; inconclusive means small, poorly fitted or top-dose-only effect, or another doubt; inactive means no such curve, though single readings can be large; an effect the other way counts as inactive or inconclusive.

SMILES,KB-3-1 tox,HT1080 IDH1KD tx,IL1B secr inh,HT1080-NT tox,MCF10A rerep,ATXN2 expr inh,KB-V1 MDR tox,SW480 rereplic,ATXN viability
CCn1cc(CN2CCCC(CNS(=O)(=O)c3cccc4cccnc34)C2)cn1 (configuration not stated),1%,5%,4,-3%,16%,?,1%,1%,/
CCC(=O)Nc1cc(-c2cc3ccccc3oc2=O)ccc1OC,4%,8%,-18,-1%,-15%,/,-28%,-13%,i
CCOc1ccc(CCNC(=O)c2ccc(CS(=O)Cc3ccc(Cl)cc3)o2)cc1OCC (configuration not stated),-7%,-2%,12,-8%,5%,-18%,5%,-6%,i
CCCC/S(CC1CC1(Cl)Cl)=N\S(=O)(=O)c1ccc(C)cc1 (configuration not stated),2%,-13%,-20,-13%,-7%,-2%,2%,1%,i
O=C(COc1ccc(S(=O)(=O)NC2CCCCC2)cc1)NC1CCCCC1,-12%,1%,-9,-1%,?,-4%,?,-3%,i
O=[N+]([O-])c1ccccc1NCCOc1ccccc1,5%,-1%,-6,-1%,3%,39%[activator],-13%,-1%,i
Cc1ccc(-c2cc(N)nc(-c3ccccc3)c2)cc1,-2%,?,?,?,?,80%[activator],-33%,?,i
O=C(/C=C/c1cccs1)N1CCN(c2ccccc2F)CC1,1%,5%,-11,-1%,-2%,16%,-17%,-1%,?
FC(F)(F)c1cc(Oc2ccccc2Cl)nc(-c2ccccn2)n1,0%,-23%,0,-21%,?,-39%,?,?,i
Cc1ccc(-c2nc(=S)c3c(n2CCN2CCOCC2)CC(C)(C)OC3)cc1,11%,0%[9.24 µM],-9,3%,3%,4%,-12%,-4%,i
CC(=O)C1=C(C)NC(SCC(=O)c2ccc(Cl)cc2)=C(C#N)C1CC(C)C (configuration not stated),9%,6%,-3,21%,?,-5%,21µM*,6%,i
CCC(=O)N1CCN(c2ccc(NC(=S)NC(=O)c3ccc(OC)c([N+](=O)[O-])c3)cc2)CC1,-1%,-1%,-10,-4%,-1%[9.22 µM],-26%,-27%,6%,i
COCCN(CC1CCCN(C2Cc3ccccc3C2)C1)C(=O)c1ccc(C(C)=O)cc1 (configuration not stated),-10%,-6%,-17,-4%,?,-6%,-9%,0.32µM*,i
CCC(C)NC(=O)CN1C(=O)C(CC)Sc2ccccc21 (configuration not stated),-5%,-3%,13,10%,1%,0%,4%,-4%,i
CCCN(CCC)CC(C)(C)NS(=O)(=O)c1ccc(Cl)cc1,9%,3%,27,-8%,14%,-11%,14%,-6%,i
COCC(=O)N(C)C[C@@H]1Oc2cc(Br)ccc2S(=O)(=O)N([C@H](C)CO)C[C@H]1C,11%,6%,5,16%,/,4%,5%,/,i
O=c1ccncn1C1OC(CO)C(O)C1O (configuration not stated),-14%,5%,14,1%,-1%,-13%,2%,-1%,i
COc1cnc(-c2ccccn2)nc1N(C)C,?,5.8µM*,-58*,?,13%,16µM*,21µM*,18µM*,?
COc1ccc(NC(=O)c2cccnc2C(=O)O)c(OC)c1,1%,-3%,-4,-4%,13%,-1%,1%,-4%,i
Cc1ccccc1C(=O)c1cccn1CC(=O)NC(C)c1ccc2c(c1)OCCO2 (configuration not stated),4%,-3%,-22,5%,-26%,31%,?,?,i

2 entries from above, with values under each structure.
Sequence of screens: KB-3-1 tox, HT1080 IDH1KD tx, IL1B secr inh, HT1080-NT tox, MCF10A rerep, ATXN2 expr inh, KB-V1 MDR tox, SW480 rereplic, ATXN viability
CCC(C)NC(=O)CN1C(=O)C(CC)Sc2ccccc21 (configuration not stated)
  -5%, -3%, 13, 10%, 1%, 0%, 4%, -4%, i
CCCN(CCC)CC(C)(C)NS(=O)(=O)c1ccc(Cl)cc1
  9%, 3%, 27, -8%, 14%, -11%, 14%, -6%, i

(continued)
SMILES,KB-3-1 tox,HT1080 IDH1KD tx,IL1B secr inh,HT1080-NT tox,MCF10A rerep,ATXN2 expr inh,KB-V1 MDR tox,SW480 rereplic,ATXN viability
c1ccc(Oc2ccccn2)cc1,0%,27%,5,26%,-7%,-3%,0%,-3%,i
O=C(COC(=O)COc1ccc(Cl)cc1)NCc1ccc2c(c1)OCO2,2%,13%,12,0%,0%,-5%,24%,-1%,i
CCCC(=O)N1c2ccccc2C(=C2SC(C(=O)OC)=C(C(=O)OC)S2)C(=S)C1(C)C,?,5%,6,0%,-3%,-14%,?,3%[9.22 µM],?
COc1ccc(NC(=O)c2ccc(Cl)cc2)c[n+]1[O-],2%,10%,7,16%,-32%[inhibitor],-5%,20%,-8%,i
CCOC(=O)C1CCCN(C(=O)CCn2nnnc2CN2CCOCC2)C1 (configuration not stated),7%,0%,0,1%,-7%,-16%,23%,-9%,i
OCCNC(=S)c1ccccc1,4%,-2%,12,-2%,-2%,/,16%,26%,i
COc1ccc(S(=O)(=O)N2CCOC2CNC(=O)C(=O)NCCN(C)C)cc1 (configuration not stated),2%,12%,0,22%,7%,2%,2%,-5%,i
COC(=O)c1ccc(N2C(=O)CC(N(C)CCc3ccc(OC)c(OC)c3)C2=O)cc1 (configuration not stated),17%,0%,0,2%,10%,4%,21%,-3%,i
O=C(Nc1cccc2c1CCCC2)c1ccco1,7%,-1%,1,2%,1%,-16%,6%,-19%,i
Nc1cc(=O)nc(SCC(=O)NCc2ccccc2)n1CCc1ccccc1,26%,15%,0,?,-7%,-8%,5%,-4%,i
COc1ccc2[nH]c(=O)c(CN(C(C)=O)c3cc(C)ccc3C)cc2c1,-2%,-1%,11,1%,/,/,4%,/,?
COc1ccc(Oc2ccc(/C=N/NC(=O)c3cccnc3)cc2[N+](=O)[O-])cc1,-1%,?,?,?,6%,-15%,-22%,?,i
O=c1ccc2cc(S(=O)(=O)N3CCCC3)ccc2[nH]1,16%,/,/,/,/,7%,0%,/,i
Cn1c(CNC(=O)c2ccccc2F)nnc1SCCOc1ccccc1,12%,18%,15,15%,-2%,-23%,-29%,-8%,i
Cc1ccc(S(=O)(=O)Nc2ccc(Cl)cc2C(=O)c2ccccc2)cc1,0%,-15%,0,-12%,?,-6%,?,13%,i
CC1(C)CC(=O)c2cc(OCC(=O)NCCCN3CCN(c4ccccc4F)CC3)ccc2O1,-6%,-1%,11,-11%,9%,-7%,1%,3%,i
O=C1NN(c2cccc(Br)c2)C(=O)/C1=C\c1ccc(N2CCOCC2)cc1,13%,4%,-3,0%,-5%,-4%,14%,-3%,i
CCCC(=O)NC(c1ccccc1)c1c(O)ccc2ccccc12 (configuration not stated),-22%,-15%,-26,-5%,11%,/,-4%,4%,i
O=C(NCCc1nnc2ccc(NCc3cccnc3)nn12)c1ccccc1F,1%,2%,6,-1%,0%,/,17%,-23%,i
N#CCC(=O)Nc1ccc(C(=O)OCC(=O)c2ccc3c(c2)NC(=O)CO3)cc1,15%,-2%,6,-4%,7%,-3%,3%,-3%,i
COc1ccc(CCNS(=O)(=O)c2ccc3c(c2)CCCC3)cc1OC,-15%,-8%,6,8%,24%,/,-19%,-2%,/
COc1ccc(CNC(=O)CNS(=O)(=O)c2cccc(C#N)c2)cc1OC,7%,14%,12,13%,0%,-1%,30%,12%,i
O=C(C1CCN(S(=O)(=O)N2CCC3(CC2)OCCO3)CC1)N1CCCCC1,0%,0%,11,-6%,-1%,11%,-25%,-7%,i
CC(C)(C)n1nnnc1CN1CCN(C2CCCC2)CC1,0%,9%,-4,7%,7%,2%,17%,3%,i
O=C(COC(=O)c1ccc(Cl)nc1)NCc1ccc(F)cc1,14%,-5%,12,-5%,0%,3%,2%,-1%,i
COc1ccc(NC(=O)COC(=O)CNC(=O)COc2ccccc2)cc1OC,-13%,2%,0,3%,?,-10%,8%,9%,i
O=S(=O)(c1ccc(F)cc1)N1CCC(c2nc3ccccc3[nH]2)CC1,-17%,-1%,-14,-25%,-1%,11%,?,4%,i
Nc1nonc1-n1nnc(C(=O)N/N=C/c2cccnc2)c1CSC1=NCCS1,-12%,?,/,?,18µM*,10%,-9%,6%,i
COc1ccc(-c2cc(=O)oc3cc(OCc4nn[nH]n4)ccc23)cc1,19%,0%,62,-1%,8%,-6%,3%,-1%,i
Clc1ccccc1CSc1cc2c(nn1)-c1ccccc1CC2,-21%,-24%,24,-21%,?,57%[activator],?,12%,i
CC(=O)N1CCN(CC(=O)Nc2c(Cl)ccc(C)c2Cl)CC1,-1%,17%,8,21%,-6%,-5%,?,-5%,i
Cc1ccc2c(CC(=O)Nc3cc(C(F)(F)F)ccc3Cl)coc2c1C,-1%,/,/,/,/,7%,6%,/,i

Compound profiles, as listed above. Order of values: KB-3-1 tox, HT1080 IDH1KD tx, IL1B secr inh, HT1080-NT tox, MCF10A rerep, ATXN2 expr inh, KB-V1 MDR tox, SW480 rereplic, ATXN viability
Listed for c1ccc(Oc2ccccn2)cc1 = 0%, 27%, 5, 26%, -7%, -3%, 0%, -3%, i
Listed for CCC(=O)N1CCN(c2ccc(NC(=S)NC(=O)c3ccc(OC)c([N+](=O)[O-])c3)cc2)CC1 = -1%, -1%, -10, -4%, -1%[9.22 µM], -26%, -27%, 6%, i
Listed for Cc1ccc(-c2cc(N)nc(-c3ccccc3)c2)cc1 = -2%, ?, ?, ?, ?, 80%[activator], -33%, ?, i
Listed for CC(=O)C1=C(C)NC(SCC(=O)c2ccc(Cl)cc2)=C(C#N)C1CC(C)C (configuration not stated) = 9%, 6%, -3, 21%, ?, -5%, 21µM*, 6%, i
Listed for Cc1ccc(-c2nc(=S)c3c(n2CCN2CCOCC2)CC(C)(C)OC3)cc1 = 11%, 0%[9.24 µM], -9, 3%, 3%, 4%, -12%, -4%, i
